# Assay outcomes (PubChem)
# NPYLR7 agonist – agonists of mosquito NPYLR7 receptor, primary screen, cell-based, Aedes aegypti, calcium fluorescence, mosquito biting behavior; Aedes aegypti neuropeptide Y-like receptor 7 (NPYLR7); AID 1259423, 2018; 0.15% of 270,000 active; HEK293T NPYLR7/Galpha15, GCaMP6s calcium fluorescence; activation, % at 10 µM; in the data active = activation above about 40%;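 also: 0% = vehicle and 100% = reference agonist at the receptor; some compounds past the cut are filed as inactive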
# hcGAS lum – Primary biochemical luminescence assay for human cyclic GMP-AMP synthase inhibitors. recombinant h-cGAS, ATP depletion, Kinase-Glo luminescence. AID 1259398, 2018. 0.081% of 290,000 active. inhibition, % at 12.5 µM;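 also: 0% = vehicle reaction and 100% = reaction without DNA for no activity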
# Target sequence (Q8N884 whole entry, looked up): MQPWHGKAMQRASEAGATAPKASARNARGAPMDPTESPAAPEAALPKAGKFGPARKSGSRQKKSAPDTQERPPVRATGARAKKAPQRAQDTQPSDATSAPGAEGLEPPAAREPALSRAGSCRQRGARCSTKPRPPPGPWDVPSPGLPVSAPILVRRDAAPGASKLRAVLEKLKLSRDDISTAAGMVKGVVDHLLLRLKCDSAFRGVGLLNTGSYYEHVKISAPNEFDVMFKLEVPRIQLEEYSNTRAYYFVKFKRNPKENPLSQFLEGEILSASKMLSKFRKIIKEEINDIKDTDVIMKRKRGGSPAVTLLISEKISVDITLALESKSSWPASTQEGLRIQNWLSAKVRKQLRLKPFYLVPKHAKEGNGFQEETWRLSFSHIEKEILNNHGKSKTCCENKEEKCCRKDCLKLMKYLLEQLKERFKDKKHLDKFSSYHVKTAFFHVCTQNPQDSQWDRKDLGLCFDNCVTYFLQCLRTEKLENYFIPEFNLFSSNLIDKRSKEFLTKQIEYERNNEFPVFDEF
# mcGAS lum – cyclic GMP-AMP synthase inhibitors, mouse, primary biochemical chemiluminescence | Q8C6L5 | recombinant cGAS, Kinase-Glo ATP depletion luminescence | inhibition, % at 12.5 µM | 0.15% of 160,000 active | AID 1259399, 2018;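 also: 0% = negative control wells and 100% = reference inhibitor with no enzyme activity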
# * = called active by the depositor; . = not tested or not shown; & = joins results of further samples. Rule as the data show it, unless noted: active = inhibition above about 40%; inactive = the rest.
1. CC(c1ccc(Cl)cc1)N(C)S(=O)(=O)c1ccccc1C#N (configuration not stated)
2. CC(=O)N(C)c1nc(COC(=O)C2CC3CCC2C3)cs1 (configuration not stated)
3. COCCC(=O)N(CC1CCN(C2Cc3ccccc3C2)CC1)CC1CCCO1 (configuration not stated)
4. CSc1nsc(SCC2=NNC(=O)c3ccccc3O2)n1
5. O=C(Cc1ccsc1)N1CCOC(COc2ccc(F)cc2)C1 (configuration not stated)
6. Cc1ccc(NC(=O)C(C)n2ncccc2=O)cc1F (configuration not stated)
7. O=C1CCCN1c1ccc(S(=O)(=O)Oc2ccccc2Cl)cc1[N+](=O)[O-]
8. CCC1CN(C(C)c2nc(-c3ccncc3)no2)CCO1 (configuration not stated)

Assay by compound	1	2	3	4	5	6	7	8
mcGAS lum	-10	.	.	.	-10	.	.	.
hcGAS lum	-6	-6	-4	2	-9	-1	-2	-8
NPYLR7 agonist	0	11	10	1	17	0	-4	4

9. CCn1cc(C(=O)N2CCCC(N3CCN(c4cccc(Cl)c4)CC3)C2)cn1 (configuration not stated)
10. Cc1nn(CC(=O)Nc2ccccc2)c(=O)c2ccccc12
11. COC(=O)c1cc(C(C)C)nc2c1c(-c1ccco1)nn2C1CCS(=O)(=O)C1 (configuration not stated)
12. CC(c1ccc(C(=O)NCc2cc(F)ccc2F)o1)N1CCCCC1 (configuration not stated)
13. COc1ccccc1OCCCOc1ccccc1Cl
14. CCc1ccc[n+](C2=C(c3c(C(C)C)[nH]n(-c4ccc(Cl)cc4)c3=O)C(=O)N(CCOC)C2=O)c1
15. Cc1cc(C)c(NC(=O)CSc2nc(=O)n(CCCN3CCOCC3)c3c2CCC3)c(C)c1
16. COc1cccc(C2CCN(c3cc(C4CCNCC4)ncn3)C2)c1OC (configuration not stated)

Assay by compound	9	10	11	12	13	14	15	16
mcGAS lum	.	-5	.	.	.	-13	-8	.
hcGAS lum	-3	-3	-13	0	-2	-18	-4	0
NPYLR7 agonist	1	15	12	-1	6	9	2	0

17. O=C(Nc1cccc(-c2cc3ccccc3[nH]2)c1)C1CCCN(C(=O)c2cnsn2)C1 (configuration not stated)
18. CNCC12CC3CC(CC(C3)C1)C2
19. O=C(CN1CCCC1Cn1cccn1)NCCc1ccc(F)cc1 (configuration not stated)
20. O=C(c1ccco1)N1CCN(c2nc(-c3cccs3)nc3cc(Cl)ccc23)CC1
21. CCOc1cccc(-c2cc(C(=O)N3CCN(C)CC3)ccn2)c1
22. CC(C)CC(C)N(C)C(=O)c1cc(CN2CCOCC2)on1 (configuration not stated)
23. NC(Cn1ccc(=O)n(Cc2ccccc2C(=O)O)c1=O)C(=O)O (configuration not stated)
24. COc1ccc(-n2c(C)nc3ccc(NC(=O)C4CCCO4)cc3c2=O)cc1 (configuration not stated)

Assay by compound	17	18	19	20	21	22	23	24
mcGAS lum	-12	.	-4	-5	-17	0	.	.
hcGAS lum	-10	-5	6	-4	-6	4	-8	5
NPYLR7 agonist	.	2	2	10	7	-1	0	-9

25. CCOC(=O)N1CCC(=NNC(N)=O)CC1
26. Cc1ccc2sc(N(Cc3cccnc3)C(=O)c3ccc([N+](=O)[O-])cc3)nc2c1C
27. CC(Nc1cncc(Cl)n1)c1ccc(-c2cncnc2)cc1 (configuration not stated)
28. CSCCC(=O)N1CCN(c2nccc(-c3ccc(Oc4ccccc4)cc3)n2)CC1
29. C=C(C)COc1cccc(C(=O)N2CC(N3CCCCC3C)C2)c1 (configuration not stated)
30. CCc1cc(N2CCC(N3CCCC(C)C3)CC2)n2ncnc2n1 (configuration not stated)
31. COCC1CCN(C(=O)[C@@H]2CN(c3cnccn3)C[C@H]2COC)CC1
32. O=C(NCc1nnnn1-c1ccccc1)C1CC2(CCNCC2)CN1 (configuration not stated)

Assay by compound	25	26	27	28	29	30	31	32
mcGAS lum	.	-9	.	-5	.	-5	2	.
hcGAS lum	-6	-6	-7	-2	-5	-14	4	-4
NPYLR7 agonist	-3	-7	13	6	3	.	.	9

33. CCCc1nnc2sc(C3CCCN(c4ccccn4)C3)nn12 (configuration not stated)
34. CC(C)C1CC(C)(c2csc(N)n2)OC1=O (configuration not stated)
35. CCOC(=O)C1CCN(C(=O)CC(c2cccc(F)c2)c2c[nH]c3c(CC)cccc23)CC1 (configuration not stated)
36. O=C(NCCc1ccccn1)c1coc(CN(Cc2cccc(F)c2)Cc2cccc(C(F)(F)F)c2)n1
37. CSCCC(N)C(=O)NC(CC(C)C)C(=O)NC(Cc1ccccc1)C(=O)O (configuration not stated)
38. NC(=O)Cn1cnc2c(nnn2-c2ccc(OC(F)(F)F)cc2)c1=O
39. Cn1cccc1C=CC(=O)Oc1ccc2ccc(=O)oc2c1
40. CCCNC(=O)N1CCN(c2ccc(-c3ccccc3)cc2)C(=O)C1C (configuration not stated)

Assay by compound	33	34	35	36	37	38	39	40
mcGAS lum	.	.	-9	-6	-5	-7	.	.
hcGAS lum	-6	4	-4	-3	-6	-4	2	-6
NPYLR7 agonist	-2	1	2	12	-7	-1	6	-4

41. Cc1noc(C)c1CNC1CCN(C)CC1
42. O=C(c1ccno1)N1CCC(CCc2ccc(-c3ccccc3)cc2)CC1
43. OC1CCc2c(OCc3ccccc3)cccc21 (configuration not stated)
44. Cc1cc(C(=O)Nc2ccc(N3CCCC3)cc2)c(C)n1-c1nccs1
45. Cc1ccc2nc(-c3ccccc3)c(Nc3c(C)cccc3C)n2c1
46. COc1ccc(C(=O)N(Cc2cc(NC(=O)c3cccc(F)c3)ccc2N(C)C2CCN(C)CC2)CC(C)C)cc1
47. Cc1cccc(Cn2c(N3CCN(CCC(C)C)CC3)nc3c2c(=O)[nH]c(=O)n3C)c1
48. CC1(C)CC(=O)c2cc(C#N)c(=O)n(CC(=O)Nc3ccc(Cl)cc3)c2C1

Assay by compound	41	42	43	44	45	46	47	48
mcGAS lum	.	-4	.	.	-5	1	.	-1
hcGAS lum	-1	1	0	-3	0	4	-10	0
NPYLR7 agonist	6	6	1	8	-4	-4	0	-2

49. Cc1noc(C(NS(=O)(=O)c2ccc(C)c(C)c2)c2ccccc2)n1 (configuration not stated)
50. COc1cccc(CN(CC(C)C)CC(C)(C)O)c1OC
51. COc1cccc(CCNC(=O)c2cn(C)nc2OC)c1
52. CC(=O)Nc1ccc(NC(=O)CC(NCCCO)C(=O)O)cc1 (configuration not stated)
53. O=C(NCCc1ccccc1)c1c(O)nc2sccn2c1=O
54. CN[C@@H](C)C(=O)N(Cc1cccc(C)c1)Cc1ccccc1OC
55. Cc1ccc(C2=NN(C(=O)CN3CCN(c4ccccc4F)CC3)C(c3ccco3)C2)cc1 (configuration not stated)
56. COC(=O)CCN1CCN(S(=O)(=O)c2cc([N+](=O)[O-])ccc2C)CC1

Assay by compound	49	50	51	52	53	54	55	56
mcGAS lum	.	-5	.	-7	-5	-12	-3	-5
hcGAS lum	1	-5	-6	-1	-7	-6	-3	-6
NPYLR7 agonist	2	27	4	-10	-1	14	-7	-2

57. Cc1cc(C(=O)NCc2cccc(CN3CCC(C)CC3)c2)c(C)o1
58. CCOP(=O)(Cc1ccc(NC(=O)CC(C)(C)CC(=O)O)cc1)OCC
59. Cc1ccccc1C1c2ccsc2CCN1C(=O)CN(C(=O)c1cccs1)C1CC1 (configuration not stated)
60. O=C(NNc1ccccc1Br)Nc1ccccc1
61. O=C(NCC#Cc1ccccc1)C1(c2ccc(Cl)cc2)CC1
62. CC(=O)c1c(C)nn(CC(=O)N2CCCC3(CC2)CNC(=O)O3)c1C (configuration not stated)
63. COc1ccc(C(C)C)cc1-c1cnc(NCCc2ccncc2)cn1
64. CNC(=O)c1ccc(NC(=O)/C=C/c2ccc(OC)c(Cl)c2)cc1

Assay by compound	57	58	59	60	61	62	63	64
mcGAS lum	0	-3	-5	.	.	-13	-2	-10
hcGAS lum	2	-5	-10	4	-2	-5	-2	-2
NPYLR7 agonist	3	-20	16	7	3	10	1	1

65. COc1ccc(C2CC(=O)C3C(=Nc4ccccc4NC3c3c(Cl)cccc3Cl)C2)cc1 (configuration not stated)
66. COc1ccc(C=NNC(=O)c2cc(-c3ccc(OC(C)C)cc3)n[nH]2)cc1
67. Cc1cccc(NC(=O)N2CCN(c3ccc4nnc(-c5ccco5)n4n3)CC2)c1C
68. Nc1nnc(SCc2ccccc2Cl)s1
69. O=C(COc1cccc2ccccc12)N=Nc1c(O)[nH]c2ccc(Cl)cc12
70. COc1cn(CC(N)=O)c(CSc2nccn2C)cc1=O
71. O=C(CCC1CCN(Cc2ccc(OC(F)F)cc2)CC1)Nc1ccccc1
72. CCOC(=O)c1c(-c2ccc(OC)cc2)csc1NC(=O)C(C)C

Assay by compound	65	66	67	68	69	70	71	72
mcGAS lum	-4	-2	-9	.	-5	-3	-9	-7
hcGAS lum	-6	-10	-5	-4	-6	1	-7	-3
NPYLR7 agonist	-8	2	1	5	0	-6	-4	1

73. Clc1ccc(-c2nnc(SCc3nnc(-c4ccco4)o3)o2)cc1
74. Cc1nc(NC(=O)c2ccccc2C(F)(F)F)sc1C
75. COc1ccc(NC(=O)CCC2CCCN(C(=O)CCc3c(C)noc3C)C2)cc1Cl (configuration not stated)
76. Cc1cccc(NC(=O)CNC(=O)CN(Cc2ccccc2)C(=O)c2cccc3ccccc23)c1
77. Cc1cc(C)n(CCN(C(=O)c2cccs2)c2nc3ccccc3s2)n1
78. COc1ccccc1C1=NN(C(=O)CN2CCN(c3ccccc3F)CC2)C(c2ccccc2Cl)C1 (configuration not stated)
79. O=C(Cn1nc(-c2cccs2)c2sc(N3CCOCC3)nc2c1=O)OCc1ccccc1
80. Cc1c(C(=O)O)sc2ncnc(N3CC[C@@H](O)C3)c12

Assay by compound	73	74	75	76	77	78	79	80
mcGAS lum	.	.	.	-6	-10	-6	-7	.
hcGAS lum	-5	-19	-8	-10	-6	-7	-8	-1
NPYLR7 agonist	-4	11	6	-10	-13	17	-1	4

81. O=C1CCCN1C1CCCN(CCn2cc(Cl)cn2)C1 (configuration not stated)
82. COCCN(Cc1cc(NC(=O)C(C)C)ccc1N(C)C)C(=O)c1ccc(F)cc1
83. Cc1ccc2nc(CNc3nc(-c4cccnc4)nc4c3CCNC4)[nH]c2c1
84. Cc1cccc(N2CCN(CN3C(=O)CC4(CCCCC4)C3=O)CC2)c1C
85. CCN(CCc1ccccc1)C(=O)c1cn(C)nc1C(F)(F)F
86. COc1cccc(/C=N\NC(=O)c2cccc(Cl)c2)c1OS(=O)(=O)c1ccc(C)cc1
87. CCc1nnc(NC(=O)C(=O)N2CCCC(N3CCCC3=O)C2)s1 (configuration not stated)
88. O=C(Cc1ccc(F)cc1)Nc1nnc(-c2cc3ccccc3o2)o1

Assay by compound	81	82	83	84	85	86	87	88
mcGAS lum	-9	-6	.	.	.	.	-9	.
hcGAS lum	0	-6	-3	2	-7	-8	-2	-2
NPYLR7 agonist	.	6	1	16	6	1	2	6

89. CNC(=O)[C@H]1C[C@]2(CCCCN(CCOC)C2=O)N(C(=O)c2ccc(F)cc2)[C@H]1c1ccccc1
90. CCOC(=O)N1CCC(NC(=O)CC2C(=O)NCCN2Cc2cccs2)CC1 (configuration not stated)
91. O=C(c1ccccc1)c1cc(Cl)ccc1N=Nc1c(-c2ccccc2)[nH]n(-c2ccc([N+](=O)[O-])cc2)c1=O
92. Cn1cnc2cc(C(=O)N3CCC(c4[nH]ncc4-c4ccccc4)CC3)cnc21
93. O=C(Nc1ccc(-c2nc3ccccc3o2)c(O)c1)c1cc(Cl)ccc1Cl
94. CCOC(=O)CSc1ccc(NC(=O)C(C)C)nn1
95. COc1ccc(C(C)=O)cc1CN1C(=O)CON=C1c1ncccc1C
96. CC1=C(C)CC2C(=O)N(c3ccccc3)C(=O)C2C1 (configuration not stated)

Assay by compound	89	90	91	92	93	94	95	96
mcGAS lum	1	.	3	-9	-7	.	.	-4
hcGAS lum	1	-10&-9	-13	-2	-7	0	-6	-8
NPYLR7 agonist	2	3&15	-3	.	12	1	0	-1

97. C=CCNc1nc(Nc2ccc(I)cc2)nc(N2CCOCC2)n1
98. CCN(CC)CC(=O)N1CCN2C(=O)CNC(=O)C2C1 (configuration not stated)
99. Cc1cc(C(=O)NNC(=O)c2ccc(F)c(F)c2)c(C)o1
100. CN1CC2(CCN(C(=O)c3ccc(Oc4ccccc4)o3)C2)OC1=O (configuration not stated)

Assay by compound	97	98	99	100
mcGAS lum	.	-15	.	.
hcGAS lum	-3	-4	-3	-5
NPYLR7 agonist	4	4	5	16
